Screening data from PubChem.
PhoP inhibition: inhibitors of PhoP regulon expression, primary screen, Salmonella Typhimurium, GFP reporter (AID 1863); S. Typhimurium PhoP-regulated promoter GFP reporter, 4 h; higher % means a stronger effect; one-dose inhibition, % at 50 µM; IC50 in µM for titrated hits; 300,000 tested, 0.16% active;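 active = inhibition over 29.93%, a cutoff 3 SD above the screen mean, later confirmed by dose response; inconclusive = inhibition over 29.93% but no dose response follow-up; inactive = inhibition at most 29.93% or unconfirmed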;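 note: 0% = low Mg2+ inducing control and 100% = high Mg2+ repressing control; strong numbers were not always called active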
T cell HTS: modulators of CD8 T cell-vesicle binding, primary screen, mouse 2C CD8+ T cells, flow cytometry; 2C CD8+ T cell-vesicle binding; stronger effect = lower value; calls only at 7 µM; 330,000 tested, 0.068% active; AID 2052, 2009;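 active = response, share of CD8 T cells binding vesicles, and their 90th percentile fluorescence all below set limits, cut at about 80% in these data, passing the limit was not always enough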
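Also added: QL9-peptide-loaded Drosophila micro-vesicles bearing Ld, ICAM-1 and B7-1; Test system: purified 2C TCR transgenic mouse naive CD8+ T cells; Measured by: cytometric PE anti-B7-1 and Alexa647 anti-CD8 signals after 1% paraformaldehyde fixation; Timing: binding step 1.5 h, 37 °C, antibody labelling 20 min, ice.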
NS5 inhibitors: Dengue-2 NS5 methyltransferase inhibitors, primary screen, biochemical, confirmation dose response (AID 588689) | Genome polyprotein (Dengue virus type 2 (strain 16681-PDK53)) | Dengue-2 NS5 methyltransferase capping enzyme assay, biochemical; higher % means a stronger effect | inhibition, % at 25 µM, or IC50 in µM where a hit was titrated | 340,000 tested, 0.3% active; in the data active = a potency from the dose series; inconclusive = inhibition above about 29% without an active follow-up result
West Nile virus CPE: West Nile virus antiviral activity, cell-based, CPE readout (AID 1621). West Nile virus-infected cells, CPE inhibition; higher % means a stronger effect. CPE inhibition, % at 10 µM, or IC50 in µM where a hit was titrated. 290,000 tested, 0.02% active; in the data active = a potency from the dose series; inconclusive = CPE inhibition mostly from about 3.7% at the one dose, without a potency; inactive = the rest, 99 in 100 with CPE inhibition below about 2.2%; note: strong numbers were not always called active
Large T inhibition: SV40 large T antigen inhibitors, biochemical (AID 1903); SV40 large T antigen ATPase/helicase inhibition assay; higher % means a stronger effect; inhibition, % at 20 µM, or IC50 in µM where a hit was titrated; 310,000 tested, 0.39% active; in the data active = a potency from the dose series; inconclusive = inhibition mostly from about 32% at the one dose, without a potency; inactive = the rest, 99 in 100 with inhibition below about 32%; note: strong numbers were not always called active
RSV CPE inhibition: RSV antiviral activity via CPE protection, HEp-2 cells, primary 10 µM value included (AID 2391); 310,000 tested, 0.13% active; HEp-2 cells, RSV-induced CPE inhibition; higher % means a stronger effect; one-dose CPE inhibition, % at 10 µM; IC50 in µM for titrated hits; in the data active = a potency from the dose series; inconclusive = CPE inhibition mostly from about 23% at the one dose, without a potency; inactive = the rest, 99 in 100 with CPE inhibition below about 21%; note: strong numbers were not always called active
Rac1 GTP hydrolysis: MgcRacGAP GTPase-activating activity inhibitors, confirmation, biochemical, ADP Hunter fluorescence | 340,000 tested, 0.6% active | AID 624330, 2012 | MgcRacGAP-stimulated Rac1 GTP hydrolysis, ADP Hunter fluorescence; higher % means a stronger effect; GST-tagged Rac1 F28L mutant substrate | inhibition, % at 30 µM, or IC50 in µM where a hit was titrated;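 active = first-screen hits whose inhibition reached a set limit at any dose in the follow-up dose series; inconclusive = inhibition above the set first-screen limit but never retested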;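 note: fluorescence reports GDP produced by GAP-driven GTP hydrolysis; strong numbers were not always called active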
NTR1 ag: agonists of NTR1, primary screen, imaging, U2OS cells, beta-arrestin-GFP, high content (AID 493036). Neurotensin receptor type 1 (Homo sapiens), P30989. NTR1-U2OS beta-arrestin-GFP spot imaging, agonist mode. activation, % at 20 µM. 330,000 tested, 0.17% active;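 active = activation at or above 40% of the spot to cytoplasm intensity ratio, with at least 20 cells analyzed; inconclusive = wells under 20 cells, flagged as cytotoxic or low count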;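 note: 0% = DMSO without peptide and 100% = 100 nM NTR1 peptide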
Target sequence (P30989 whole entry, looked up): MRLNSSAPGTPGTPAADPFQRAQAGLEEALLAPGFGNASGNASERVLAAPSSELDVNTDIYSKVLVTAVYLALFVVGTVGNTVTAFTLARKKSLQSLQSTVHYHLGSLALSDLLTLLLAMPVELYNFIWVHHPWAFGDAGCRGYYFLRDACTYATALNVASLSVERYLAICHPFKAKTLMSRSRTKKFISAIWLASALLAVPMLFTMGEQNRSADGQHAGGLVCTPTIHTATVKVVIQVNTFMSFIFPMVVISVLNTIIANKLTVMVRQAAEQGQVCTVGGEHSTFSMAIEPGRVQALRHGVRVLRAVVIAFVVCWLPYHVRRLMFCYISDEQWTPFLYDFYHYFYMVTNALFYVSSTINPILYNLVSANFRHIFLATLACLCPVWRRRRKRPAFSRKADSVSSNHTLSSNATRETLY
UTI89 phage lysis: inhibition of K1F phage lysis, E. coli UTI89, bacterial capsule biogenesis inhibitors, alamar blue (AID 488966); E. coli UTI89 K1F phage lysis, alamar blue, 2 h; higher % means a stronger effect; 340,000 tested, 0.02% active; one-dose inhibition, % at 100 µM; IC50 in µM for titrated hits;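 active = phage lysis inhibition, versus mean bacterial control, above a set limit; inconclusive = no clear call, values can overlap the other calls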;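 note: capsule biogenesis inhibitors block K1F phage lysis so surviving cells raise fluorescence; higher fluorescence means more inhibition of phage lysis; actives were called in the ten point dose series up to 300 µM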
T cell HTS vesicle-bound %: further read-out of T cell HTS, marked with its call; double positive events, %; measured here: CD8+ vesicle-bound cell fraction;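 binding gate set so that unloaded-vesicle control wells show 10% double positive cells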
NTR1 ag cell count 20 µM: further read-out of NTR1 ag, marked with its call; cell count; measured here: cell count, cytotoxicity flag
NS5 inhibitors pilot replicate: recorded beside NS5 inhibitors, whose call it bears; inhibition, %; measured here: pilot screen replicate inhibition
Starred values were filed as active, the others as inactive; i = inactive; ? = inconclusive; . = no result given; [ ] = dose if it differs, or a comment.

SMILES	PhoP inhibition	T cell HTS	T cell HTS vesicle-bound %	NS5 inhibitors	West Nile virus CPE	Large T inhibition	RSV CPE inhibition	Rac1 GTP hydrolysis	NTR1 ag	NTR1 ag cell count 20 µM	UTI89 phage lysis	others
Cc1ccc2nc(N(CCCN(C)C)C(=O)c3cc(-c4cccs4)nc4ccccc34)sc2c1	5%	i	62	-5%	18%	1%	-1.9%	0%	13	63	-0.2%
COc1ccc(N2CC(NC(=O)Nc3ccccc3)CC2=O)cc1 (stereo not given)	2%	i	48	-2%	-0.5%	7%	2.7%	13%	0.0	45	0.1%
O=C(COc1ccccc1Cl)N1CCN(c2ncccn2)CC1	-6%	i	5	-1%	0.7%	.	-0.2%	5%	-0.3	75	4.4%
O=C(Nc1ccc(Cl)cc1F)c1ccc(COc2c(F)c(F)c(F)c(F)c2F)o1	14%	i	45	3%	-0.5%	14%	0.1%	4%	1.6	41	-0.2%
CN(C)S(=O)(=O)c1ccc(C(=O)Nc2ccccc2C(=O)NCCCN2CCOCC2)cc1	.	i	17	-6%	.	.	0.5%	0%	-3.3	55	0.4%[50 µM]
NS(=O)(=O)c1ccc(NC(=O)COC(=O)CNC(=O)C23CC4CC(CC(C4)C2)C3)cc1	-8%	i	27	-2%	0.6%	6%	0.3%	-11%	0.5	37	-0.2%
O=C(NC(=S)Nc1nc2ccc(F)cc2s1)c1ccco1	-3%	i	48	1%	1.2%	10%	12%	4%	3.6	46	0.5%
CCCn1c(N)c(C(=O)CN(C)CC(=O)Nc2ccc(C)cc2)c(=O)[nH]c1=O	.	.	.	-11%	.	.	.	6%	0.1	66	0.8%[50 µM]
Cc1cnc(C)c(N2CCN(Cc3nc(-c4ccc(C)o4)oc3C)CC2)n1	-6%	i	2	-13%	-0.9%	6%	-1.1%	4%	-0.2	35	-0.3%
COC(=O)Cn1cc(C(=O)c2ccco2)c2ccccc21	34%	i	20	-1%	0.0%	-5%	0.1%	6%	-0.4	81	0.1%
CCOC(=O)N1CCN(c2ccncc2S(=O)(=O)N2CCCCC2)CC1	1%	i	33	-7%	-0.7%	11%	2.1%	9%	1.6	72	0.1%
CC(C)Cn1c(N2CCN(C(=O)c3cccs3)CC2)nc2ccccc21	-14%	i	26	-4%	-1.4%	3%	3.0%	2%	-0.9	91	0.2%
C[C@H]1CN([C@@H](C)CO)C(=O)c2cccc(NS(=O)(=O)c3cn(C)cn3)c2O[C@H]1CN(C)S(C)(=O)=O	.	i	3	-8%	.	.	.	6%	-2.2	56	2.1%
COc1ccccc1NCCC(=O)OCC(=O)NC1CCCCCC1	32%	i	36	-1%	-0.3%	8%	0.6%	13%	0.4	72	1.0%
Cc1ccc(C)c(CNc2ccc(S(=O)(=O)N3CCCCC3)cc2)c1	.	i	38	-1%	.	.	3.3%	0%	-1.6	62	0.4%[50 µM]
CSc1nc2sc3c(c2c(=O)n1C)CCCC3	3%	i	14	-4%	-0.9%	12%	3.5%	2%	0.3	39	0.4%
COc1ccccc1CN1CCN(Cc2ccc3ccccc3c2)CC1	7%	i	24	3%	-0.3%	2%	-0.8%	?	-1.5	83	0.1%
Cc1oc(CC(C)C)cc1C(=O)Nc1ccc(C(=O)O)cc1	-10%	i	25	9%	-0.6%	2%	5.3%	7%	0.3	82	2.4%	NS5 inhibitors pilot replicate=0.6
Cc1cc(C)n(-c2nnc(NC34CC5CC(CC(C5)C3)C4)nn2)n1	8%	i	44	4%	0.0%	5%	3.4%	8%	5.0	68	3.1%
COc1ccc(C(=O)N2CCCC2)cc1S(=O)(=O)N1CCC(C)CC1	-3%	i	20	3%	0.5%	7%	-0.2%	13%	0.0	42	0.6%
CCC(=O)NC(c1ccccc1)c1c(O)ccc2ccccc12 (stereo not given)	-2%	i	18	-3%	-1.0%	8%	1.4%	7%	0.2	66	1.7%[50 µM]
CN(C(=O)OC(C)(C)C)[C@H](Cc1ccccc1)C(=O)N[C@H]1CCCCNC1=O	.	.	.	-5%	.	.	.	5%	2.9	83	0.1%	NS5 inhibitors pilot replicate=1.8
Cc1nc(-c2ccc(S(=O)(=O)N3CCCN(CCc4ccccc4)CC3)s2)cs1	3%	i	17	.	-1.2%	1%	5.7%	.	0.8	53	.
CN(C)S(=O)(=O)c1cccc(NC(=O)CSc2nc3c(cc2C#N)C(=O)CC(C)(C)C3)c1	14%	i	37	-7%	2.6%	20%	0.8%	-3%	0.4	60	-2.2%
O=C(Nc1cccnc1Cl)c1ccc2c(Cl)c3c(nc2c1)CCC3	5%	.	.	-1%	-0.2%	-2%	.	9%	.	.	0.2%
C=CC[N+]1(CC=C)CCOCC1	-7%	i	37	-2%	0.1%	25%	1.5%	-4%	0.5	38	0.1%
CCCCC1=CC2=C(c3ccco3)C(=O)C(C)(OC(=O)c3ccc(OC)cc3)C(=O)C2=CN1CC1CC1 (stereo not given)	-1%	i	30	32%	0.2%	20%	-2.1%	10%	6.1	63	0.5%
O=C(Cn1nnc2ccccc21)c1ccc(Br)cc1	2%	i	36	-2%	-0.1%	.	0.9%	-4%	-0.2	46	-0.1%
CCNc1ccc(Br)cc(C(=O)/C=C/c2ccc(Cl)cc2)c1=O	-16%	i	46	6%	-1.2%	28%	4.9%	22%	5.0	56	-0.2%
CN(CC(=O)Nc1ccc(Cl)c(C(F)(F)F)c1)C(=O)CCC(=O)c1ccccc1	.	i	62	-5%	.	.	8.6%	6%	2.1	49	-0.5%[50 µM]
CCCn1cc(S(=O)(=O)c2ccc(Cl)cc2)c(=O)c2cc(OC)ccc21	-2%	i	27	1%	-0.5%	4%	.	15%	1.0	68	0.6%
CCn1nc(C)c(/C=N/NC(=O)Cn2nnc(N)n2)c1C	0%	i	16	-8%	0.5%	3%	1.9%	-8%	-0.4	51	-1.2%
C=CCNCCOc1ccc(C(C)(C)c2ccccc2)cc1	-2%	i	60	-3%	-1.4%	17%	0.0%	27%	4.2	57	0.2%[50 µM]
NC(=O)c1ccc(Nc2ccc3c(c2)CCC3)c([N+](=O)[O-])c1	2%	i	61	7%	-1.3%	-6%	13%	4%	2.2	91	0.1%
COc1cc(CCC(=O)N2CCN(S(=O)(=O)c3ccc(C)c(C)c3)CC2)cc(OC)c1OC	-4%	i	10	-2%	-0.6%	-4%	0.5%	-1%	-0.5	84	7.1%
CCc1ccc(OCCOCC(O)CNC(C)(C)C)cc1 (stereo not given)	-6%	i	37	-3%	-0.5%	1%	-0.1%	12%	1.2	64	5.6%
CCOC(=O)C(=O)NNc1ccccc1OC	-2%	i	51	-3%	0.5%	18%	2.0%	-7%	0.4	53	0.3%
CC1CCCCN1C(=O)c1ccccc1NC(=O)c1ccco1 (stereo not given)	-1%	i	16	1%	0.2%	-5%	0.8%	9%	0.4	97	-1.9%
O=Cc1ccnc(-c2ccc(OC(=O)c3ccco3)cc2)n1	3%	i	13	-2%	0.6%	17%	-0.3%	4%	0.0	53	-0.7%
Cc1ccc(NC(=S)NCc2ccc(Cl)cc2)c(OC(F)F)c1	-2%	i	14	0%	-1.7%	12%	4.3%	7%	3.0	59	-0.5%[50 µM]
O=S(=O)(NCCSCc1c(Cl)cccc1Cl)c1ccc2c(c1)OCCO2	-1%	i	15	2%	-0.9%	7%	-0.4%	0%	3.1	77	-0.5%
N/C(=N\OC(=O)C12CC3CC(CC(C3)C1)C2)c1ccccc1	25%	i	53	-4%	-0.7%	-8%	4.4%	4%	9.6	53	0.2%
CC1(C(=O)O)Oc2cccnc2NC1=O (stereo not given)	5%	i	50	4%	-0.2%	11%	0.8%	12%	1.1	59	-0.3%
CN1CCN(CC(O)COc2ccc(C(=O)O)cc2)CC1 (stereo not given)	-4%	i	61	1%	-0.1%	7%	-0.4%	11%	-1.3	63	-1.7%
COc1cc(C2=NOC(C(=O)NCc3cccs3)C2)cc(OC)c1OC (stereo not given)	4%	i	5	-4%	-0.5%	3%	0.0%	3%	-1.5	84	0.6%
CN(Cc1cccs1)C(=O)Cc1c[nH]c2ccccc12	6%	i	47	-2%	-0.4%	-1%	2.5%	6%	-0.1	46	6.0%
CN(CC(=O)Nc1ccc2c(c1)CCC2)CC(=O)Nc1ccccc1Br	-7%	i	34	-12%	-0.7%	3%	3.4%	3%	2.7	47	-1.4%
CCCn1c(SCC(=O)c2cc(C)n(C3CC3)c2C)n[nH]c1=O	.	i	25	-3%	.	.	0.3%	3%	3.1	61	0.6%[50 µM]
CCOc1ccc(OCC)c(NS(=O)(=O)c2ccc3c(c2)CCN3C(=O)C2CCC2)c1	-13%	i	41	-2%	1.1%	21%	4.9%	14%	0.3	47	0.2%
CCC(C)(C)NC(=O)C(c1ccc(F)cc1)N(Cc1ccc(OC)cc1)C(=O)c1cnccn1 (stereo not given)	-1%	i	43	.	-0.6%	23%	-2.9%	.	-0.7	43	.
Cc1ccc(C)c(Nc2cc(C)nc3ccccc23)c1	.	i	33	-9%	.	8%	45%	8%	2.7	54	4.0%
Cc1c(NC(=O)Nc2cc(Cl)ccc2Cl)c(=O)n(-c2ccccc2)n1C	2%	i	66	4%	-0.6%	24%	0.1%	8%	-0.5	53	1.2%[50 µM]
CC1CC(C)(C)NC(=S)N1CC(=O)N1CCN(Cc2ccccc2)CC1 (stereo not given)	0%	i	9	-7%	-0.1%	10%	-0.7%	0%	0.4	67	0.1%
CCOc1ccccc1N1CCN(C(=O)c2c(Cl)cnn2C)CC1	-8%	i	8	-5%	-0.3%	15%	0.9%	6%	0.0	74	0.9%[50 µM]
COC(=O)C1=C(C)NC2=C(C(=O)CC(c3cccs3)C2)C1c1ccsc1 (stereo not given)	11%	i	14	-3%	0.9%	8%	2.7%	3%	.	.	0.1%
CCC(C)N(C(=O)COC(=O)c1nc(Cl)ccc1Cl)C1CCS(=O)(=O)C1 (stereo not given)	3%	i	35	-3%	.	4%	0.7%	1%	0.4	47	0.1%[50 µM]
